Source: PubChem BioAssay
Lipid storage S3 – qHTS Assay for Lipid Storage Modulators in Drosophila S3 Cells | AID 2685, 2010 | lipid storage change, negative = inhibition, % at the top dose, mostly 46.1 µM; hits show Potency in µM | Drosophila S3 cells, BODIPY lipid droplet fluorescence, 18-24 h; cells fed with added oleic acid | actives 0.64% (n = 320,000); active = well fitted inhibition curve with a large enough effect in the signal ratio, with a control signal flat, not every such curve was filed as active; inconclusive = small, poorly fitted or top-dose-only effect, or effect the other way, or a change in a side signal; the % refers to the signal ratio
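Laser-scanning cytometry quantifies lipid droplet accumulation (500–530 nm total intensity; droplet/cell object ratio) in oleic acid-fed (400 uM added) Drosophila S3 cells treated with a concentration series. 20 uM Triacsin C defined 100% inhibition.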
Lipid storage S3 cell count max – second read-out of Lipid storage S3, no call of its own (marks repeat the call); cell number change, %; measured here: cell count max response;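 cells counted by Cell Tracker Red CMTPX staining in the red channel; peak over a dose series mostly up to 46.1 µM; percent activity relative to internal control wells on each plate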
Numbers without * were called inactive; i = inactive; ? = inconclusive; nt = no result given; [ ] = another dose, or the depositor's remark. % is set by controls: 0 for no effect and ±100 for the full control effect; potency is the fitted concentration of half-maximal effect. These rows are one share of the data; the hit share may differ from the screen's.

Values run as follows: Lipid storage S3, Lipid storage S3 cell count max
> CC(C)(C)C(=O)[C@@H]1[C@@H]2C(=O)N(c3ccc4c(c3)OCCO4)C(=O)[C@@H]2C2c3ccccc3C=CN21 (stereo partly drawn)
→ 3.8%, -13.5
> COc1ccc(CNC(=O)N2CCN(c3ccccc3OC)CC2)cc1
→ ?, nt
> CCc1ccc(C(=O)CSc2nc3ccccc3c(=O)[nH]2)cc1
→ ?, nt
> Nc1nonc1-n1nnc(C(=O)N/N=C/c2cccc(Cl)c2)c1-c1ccc2c(c1)OCO2
→ i, -2.6
> COc1c(C)cc(NC(=O)c2ccc3c(c2)NC(=O)CO3)cc1C
→ 17.5%, nt
> CSCCC(C(=O)OCC(=O)c1ccc(C)c(C)c1)N1C(=O)c2ccccc2C1=O (stereo not drawn)
→ ?, nt
> COc1cc(C(=O)NC(=S)Nc2ccccc2N2CCOCC2)cc(OC)c1OC
→ ?, nt
> COc1ccc(N(C)S(=O)(=O)c2cccc(C(=O)Nc3ccc(OC)nc3)c2)cc1
→ ?, nt
> CCOc1ccc(NC(=O)CNC(=O)c2cccs2)cc1
→ -6.5%, 1.9
> COc1ccc(N2CCN(C(=O)CSc3nnc4n3C(C)(C)Cc3ccccc3-4)CC2)cc1
→ ?, nt
> COc1cc(C2C(C#N)=C(N)N(Nc3ccccc3)C3=C2C(=O)CC(C)(C)C3)ccc1OCc1cccc(F)c1 (stereo not drawn)
→ ?, nt
> CC(=O)C[C@@H](O)CC(=O)[C@@H]1OC(=O)CC/C=C\Cc2ccccc21
→ i, -1.6
> CCn1nnnc1NCc1ccc(OCc2ccc(F)cc2Cl)c(OC)c1
→ ?, nt
> COc1ccc(/C=C/C(=O)NCCSCc2ccco2)cc1OC
→ 1.6%, -10.9
> Cc1cc(-n2ccnc2)n2c(nc3ccccc32)c1C#N
→ ?, nt
> COc1ccc(N2CCN(C(=O)CCNS(=O)(=O)c3ccccc3)CC2)cc1
→ ?, nt
> COc1cc(CC(=O)Nc2nc(C)cs2)cc(OC)c1OC
→ ?, nt
> CCOc1ccc(OCC)c(-c2c(=O)n(OCc3ccccc3Br)c3ccccc3[n+]2[O-])c1
→ ?, nt
> Cc1nc2nc(-c3cccnc3)[nH]n2c(=O)c1C
→ ?, nt
> CCSCCOC(=O)C1=C(C)NC2=C(C(=O)CCC2)C1c1coc2ccccc2c1=O (stereo not drawn)
→ 7.8%, -1.1

Single records, from the list above. Screens in order: Lipid storage S3 | Lipid storage S3 cell count max
`COc1ccc(N2CCN(C(=O)CSc3nnc4n3C(C)(C)Cc3ccccc3-4)CC2)cc1` across the screens: ? | nt
`CCc1ccc(C(=O)CSc2nc3ccccc3c(=O)[nH]2)cc1` across the screens: ? | nt
`COc1ccc(/C=C/C(=O)NCCSCc2ccco2)cc1OC` across the screens: 1.6% | -10.9
`COc1ccc(N(C)S(=O)(=O)c2cccc(C(=O)Nc3ccc(OC)nc3)c2)cc1` across the screens: ? | nt
`COc1cc(C2C(C#N)=C(N)N(Nc3ccccc3)C3=C2C(=O)CC(C)(C)C3)ccc1OCc1cccc(F)c1` (stereo not drawn) across the screens: ? | nt

The listing continues.
Values run as follows: Lipid storage S3, Lipid storage S3 cell count max
> Cc1ccc(C(=O)CSc2nnc3c4ccccc4nc(Cc4ccccc4)n23)cc1
→ ?, nt
> Cc1cccc(OCC(=O)OC2CCN(C)CC2)c1
→ ?, nt
> Cc1cc(C)c(-c2noc(C(=O)OC(C)(C)C)c2C(=O)OC(C)(C)C)c(C)c1
→ -19.4%, -0.7
> C#CCO[C@@H]1C[C@H](n2ccc(NC(=O)c3ccccc3)nc2=O)O[C@@H]1CO
→ 5.2%, 13.1
> CCOc1ccc(C(=O)NN2CCOCC2)cc1
→ ?, nt
> CCOC(=O)CC(=O)NC(CC(=O)OC)c1ccc(C(C)C)cc1 (stereo not drawn)
→ ?, nt
> O=Nc1c(O)n(Cc2ccc(Cl)cc2)c2ccccc12
→ ?, nt
> CCNc1nc(NCc2ccccc2)nc(SCC(N)=O)n1
→ 7.0%, 6.5
> COC(=O)c1ccccc1N=Nc1c(N)n[nH]c1N
→ ?, nt
> COc1ccc(/C=C(/C(=O)c2cccs2)N2C=CC=CC2=C(C#N)C#N)cc1
→ ?, nt
> COc1ccc(C(C(=O)NC2CCCC2)N(C(=O)c2snc(-c3ccc(F)cc3)c2N)c2cccc(F)c2)cc1 (stereo not drawn)
→ ?, nt
> CSc1ccc(CN(C)C(=O)CNC(=O)c2ccc3c(c2)OCO3)cc1
→ 27.8%, nt
> Cc1cc(C)cc(NC(=S)N2CCC(NC(=O)c3ccc(F)cc3)CC2)c1
→ ?, nt
> Cc1ccc(-c2nc(CN(Cc3c(C)nn(C)c3C)C(C)C)c(C)o2)o1
→ ?, nt
> CC(Oc1ccc(Br)cc1)C(=O)Nc1ccc(S(=O)(=O)Nc2nccs2)cc1 (stereo not drawn)
→ 12.8%, 11.7
> O=C(Nc1cccc(-c2cn3cccnc3n2)c1)c1cccs1
→ -5.2%, -5.6
> CN(C)C(=O)N1CCN(c2nc(-c3ccccc3)cs2)CC1
→ -19.6%, 7.8
> CCN1CCN(C(c2cccs2)C(C)NC(=S)Nc2cccc(C)c2C)CC1 (stereo not drawn)
→ i, -14.1
> CCOc1ccc(C(=O)N2CCC(C(=O)c3ccc4c(c3)OCCO4)CC2)cc1
→ i, 4.3
> CCCCCCNS(=O)(=O)c1ccc(OC)c(OC)c1
→ i, 9.2
> CC(=O)c1c(N2CCN(C)CC2)[nH]c(-c2ccccc2)nc1=S
→ 12.9%, 2.1
> O=C(c1cccc(C(F)(F)F)c1)C1CCCN(Cc2ccc(OCCO)cc2)C1 (stereo not drawn)
→ 6.9%, -7.9
> O=C(CSc1n[nH]c(-c2cccs2)n1)NC1CCS(=O)(=O)C1 (stereo not drawn)
→ i, -6.6
> Cc1ccc(S(=O)(=O)N2CCOCC2)cc1NC(=O)CSc1n[nH]c(N)n1
→ i, nt
> CC(NC(=O)c1cc(=O)[nH]c2ccccc12)c1ccccc1 (stereo not drawn)
→ ?, nt
> O=C(Nc1nnc(-c2ccccn2)o1)c1ccc(Br)cc1
→ -1.8%, -14.6
> CC1C(=O)N2CCCc3cc(S(=O)(=O)N(C)c4ccccc4)cc1c32 (stereo not drawn)
→ ?, nt
> O=C(NCC1CCCO1)c1ccc(CS(=O)(=O)c2c(Cl)cccc2Cl)o1 (stereo not drawn)
→ ?, nt
> COc1cc(/C=N/NC(=O)C(C)Nc2n[nH]c(=O)[nH]c2=O)ccc1O (stereo not drawn)
→ 1.4%, 3.5
> COc1cc2c(cc1OC)C(c1cc3cc(OC)c(OC)cc3[nH]c1=O)N(C(=O)C1CC1)CC2 (stereo not drawn)
→ ?, nt
> Cc1cc(=O)[nH]c(N2CCN(C(=O)c3ccco3)CC2)n1
→ -8.6%, -7.1
> COc1cccc(CNC(=O)C2CC(=O)N(c3ccc4c(c3)OCCO4)C2)c1 (stereo not drawn)
→ i, -9.4
> Cc1ccnc(NC(=O)c2ccc(OCC3CCCO3)cc2)c1 (stereo not drawn)
→ ?, nt
> CN(CC(=O)Nc1ccc(F)c(F)c1)S(=O)(=O)c1cccc2cccnc12
→ 4.8%, -19.2
> CC1CCN(CCCN2C(=O)C3C(C(=O)Nc4cccc(Cl)c4)C4C=CC3(O4)C2C(=O)NC2CCCCC2)CC1 (stereo not drawn)
→ 0.6%, 27.0
> COc1ccc(CCNC(=O)c2cccc(S(=O)(=O)N3CCOCC3)c2)cc1OC
→ ?, nt
> Cc1ccc(-c2[nH][nH]c(=O)c(=O)c2N=Nc2ccccc2)cc1
→ ?, nt
> CCN1CCN(C(=O)CN(CCc2ccccc2)S(C)(=O)=O)CC1
→ ?, nt
> COc1ccc2[nH]c(C(=O)N3CCc4ccccc4C3)c(C)c2c1
→ -12.4%, -8.9
> O=c1[nH]cnc(O)c1C(c1ccc2c(c1)OCO2)c1c(O)nc[nH]c1=O
→ ?, nt
> O=C(NCCc1ccccc1)c1ccc2c(c1)S(=O)(=O)N=C1CCCCCN12
→ ?, nt
> Cc1cc(NC(=O)C(C)C)n(-c2nc3ccccc3s2)n1
→ ?, nt
> COc1ccc(CCNc2nc(Cl)nc(NC(C)(C)CO)n2)cc1OC
→ i, -13.5
> CCc1nc(SCC(N)=O)c2c(=O)n(C)c(=O)n(C)c2n1
→ ?, nt
> Cc1ccc(OCC(O)Cn2c(=N)n(Cc3ccccc3)c3ccccc32)cc1 (stereo not drawn)
→ ?, nt
> CCN(CC)c1nc(-c2ccc(Cl)cc2)cc(C(F)(F)F)c1C#N
→ 21.0%, -4.2
> CCn1c2ccccc2c2cc(NC(=O)C3CCN(S(=O)(=O)c4cccs4)CC3)ccc21
→ ?, nt
> Cc1ccc(S(=O)(=O)NCCC(=O)OCn2nnc3ccccc3c2=O)cc1
→ i, nt
> COc1ccc(C(=O)N2CCN(c3ccccc3)CC2)cc1S(=O)(=O)N1CCCC1
→ ?, nt
> O=c1cc(CO)oc(CN2CCN(c3ccccc3)CC2)c1O
→ -4.7%, 0.2
> CCC(C)(C)n1nnnc1C(c1ccc(N(C)C)cc1)N1CCN(C2CCCCC2)CC1 (stereo not drawn)
→ i, 1.8
> CC(C)N=C(NC#N)SCc1ccccc1
→ ?, nt
> O=C(NCc1ccc2c(c1)OCO2)c1ccc2c(c1)C(=O)N(CC1CCCO1)C2=O (stereo not drawn)
→ ?, nt
> Cc1ccc(N(CC(=O)N2CCN(c3ccccc3F)CC2)S(=O)(=O)c2c(C)noc2C)cc1
→ ?, nt
> COc1ccccc1-c1noc(-c2ccco2)n1
→ ?, nt
> COc1ccc(C)cc1NC(=O)C1CCC(CNc2c(N3CCOCC3)c(=O)c2=O)CC1 (stereo not drawn)
→ 9.5%, 18.9
> Nc1nc(N)c2c(n1)CCCC2
→ ?, nt
> N/C(=N\OC(=O)Nc1ccccc1)c1cccc(C(F)(F)F)c1
→ i, nt
> Cc1ccc(Nc2nc(=O)c3cccnc3s2)cc1
→ ?, nt
> Cc1ccc(C2C(C#N)=C(N)Oc3n[nH]c(-c4cccs4)c32)s1 (stereo not drawn)
→ ?, nt

Next section
Values run as follows: Lipid storage S3, Lipid storage S3 cell count max
> CC(=O)ON1C(C)(C)Cc2noc(N)c2C1(C)C
→ -9.0%, 6.5
> CCCCNc1nc(N)ncc1[N+](=O)[O-]
→ ?, nt
> Cc1c(C(=O)N2CCOCC2)c(S(=O)(=O)Nc2ccccc2)c(C)n1C
→ i, nt
> COc1ccc(/C=C/C(=O)N(CC(C)C)C2CCS(=O)(=O)C2)cc1 (stereo not drawn)
→ 25.4%, -1.9
> S=C1SCN(Cc2cccnc2)CN1Cc1ccccc1
→ 1.1%, -2.9
> COc1ccccc1N1CCN(C(=O)C(C)NC(=O)c2ccco2)CC1 (stereo not drawn)
→ ?, nt
> Cc1c(NC(=O)CN2c3cccc4cccc(c34)S2(=O)=O)c(=O)n(-c2ccccc2)n1C
→ -0.3%, 8.7
> C=CCn1c(CCC(=O)Nc2ccc(C)c(Cl)c2)nnc1SCC(=O)Nc1ccccc1C
→ ?, nt
> CCCc1cc(=O)n2[nH]c(NCc3cccs3)nc2n1
→ i, 13.2
> CN1C(=O)/C(=N/OC(=O)c2ccccc2Br)c2ccccc21
→ 0.6%, -10.9
> COc1ccc(-n2c(CCc3ccccc3)nnc2SCC(=O)NCc2ccccc2)cc1
→ ?, nt
> CN(c1cccc(NC(=O)c2ccc(C(C)(C)C)cc2)c1)S(C)(=O)=O
→ ?, nt
> C[C@H](NC(=O)NCc1ccc(F)cc1)C(=O)O
→ -10.2%, 13.3
> Cc1cc(C(=O)Nc2c(C)n(C)n(-c3ccccc3)c2=O)c2ccccc2n1
→ ?, nt
> Cn1cc(CN2CCCC(C(=O)Nc3ccc(-c4cccc(F)c4)cc3)C2)cn1 (stereo not drawn)
→ ?, nt
> COc1ccc(OCC(=O)NNC(=O)c2cccs2)cc1
→ 10.5%, nt
> CCC(CC)n1[nH]c(=O)cc1N
→ 12.7%, 13.3
> CC(C)C(=O)NC(c1ccccc1)c1cc([N+](=O)[O-])c2cccnc2c1O (stereo not drawn)
→ ?, nt
> CCCCNC(=S)N(C)N=C1CCC(c2ccccc2)CC1 (stereo not drawn)
→ ?, nt
> O=C(c1ccc(S(=O)(=O)Nc2ccccc2)cc1)N1CCCC(C(F)(F)F)C1 (stereo not drawn)
→ ?, nt
> Cc1onc(-c2ccccc2)c1C(=O)N1CCC(C)CC1
→ 3.1%, -8.0
> Cc1cc2oc(=O)cc(CSc3nnc(-c4cccs4)o3)c2cc1C(C)C
→ 2.7%, 10.1
> CCCCn1c(N)c(N(CCOC)C(=O)c2cc(CC)c(C)s2)c(=O)[nH]c1=O
→ i[0.0737 µM], -0.7
> O=C(NNC(=O)C1CCN(Cc2ccccc2)CC1)c1cccs1
→ ?, nt
> c1ccc(-c2nnc(SCc3nc4ccccc4[nH]3)n2Cc2ccco2)cc1
→ ?, nt
> Cc1ccc2cccc(OCC(=O)N3CC(C)CC(C)C3)c2n1 (stereo not drawn)
→ ?, nt
> Cc1ccc(CNC(=O)CCc2ccc(S(=O)(=O)NCC(C)C)cc2)cc1
→ -3.0%, 10.5
> C#CCOc1nc2c(c(=O)n(C)c(=O)n2C)n1Cc1ccccc1
→ i, 2.6
> CC(OC(=O)c1cccc(N2C(=O)c3ccccc3C2=O)c1)C(=O)Nc1ccc(N(C)C)cc1 (stereo not drawn)
→ ?, nt
> Nc1nc(SCC(=O)N2CCCc3ccccc32)[nH]c(=O)c1-c1ccccc1
→ ?, nt
